AID2073: disruptors of CaV2.2 binding to Mint1 – biochemical, HTRF (AID 2073); 290,000 compounds, 0.19% hits; inhibition, % at 20 µM, or IC50 in µM where a hit was titrated; HTRF protein-protein interaction, Mint1-CaV2.2; higher % means a stronger effect; in the data active means inhibition mostly above about 51%, no sharp cut-off; inconclusive means no clear call, values can overlap the other calls; inactive means mostly below about 53%; further: some results filed as inactive read as strong as hits
P. falciparum M17LAP: P. falciparum M17LAP inhibitors, primary screen, biochemical, fluorogenic H-Leu-NHMec substrate, 1536-well (AID 1619). recombinant M17LAP, H-Leu-NHMec fluorogenic kinetic assay; higher % means a stronger effect. one-dose inhibition, % at 30 µM; IC50 in µM for titrated hits. 220,000 compounds, 0.38% hits;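 active means compound inhibiting the enzyme by more than half at any dose during confirmatory dose-response retesting; inconclusive means strong single-dose inhibitors picked by rank but not retested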;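 further: plate controls were full reaction with DMSO carrier for no effect and no enzyme background for full effect; strong numbers were not always called active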
KOR beta-arrestin-1: KOR antagonists, beta-arrestin recruitment, cell-based, luminescence, uHTS (AID 1778). KOR beta-arrestin recruitment, luminescence, antagonist mode; higher % means a stronger effect. inhibition, % at 10 µM; hits with a dose series show IC50 in µM. 290,000 compounds, 0.091% hits; further: strong numbers were not always called active
KOR beta-arrestin-2: kappa opioid receptor activators – cell-based, luminescence, uHTS, primary screen (AID 1777) | KOR beta-arrestin recruitment, luminescence; higher % means a stronger effect | activation, % at 10 µM; hits with a dose series show EC50 in µM | 280,000 compounds, 0.02% hits; in the data active means activation above about 50%, passing the limit was not always enough; further: a part of the inactive calls stands beside numbers as strong as those of hits
NOD2 inhibition: NOD2 signaling inhibitors, cell-based, luminescence, uHTS, HEK293 (AID 1566); 290,000 compounds, 0.63% hits; HEK293 NOD2/NF-kB luciferase reporter, luminescence; higher % means a stronger effect; inhibition, % at 4 µM, or EC50 in µM where a hit was titrated; further: many of its hits are not listed in these tables
P. falciparum M1AAP: malaria alanyl aminopeptidase activity blockers – biochemical, fluorogenic H-Leu-NHMec substrate, 1536-well (AID 1445); recombinant M1AAP, H-Leu-NHMec fluorogenic kinetic assay; higher % means a stronger effect; 220,000 compounds, 0.42% hits; inhibition, % at 30 µM, or IC50 in µM where a hit was titrated;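 active means primary inhibition above the hit cutoff, then over 50% inhibition at one or more dose response concentrations, cut at about 23% in these data, passing the limit was not always enough; inconclusive means conflicting primary data, or primary hits not chosen for dose response; inactive means low primary inhibition, or under 50% at every dose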;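 further: plate controls were DMSO full reaction for no effect and no enzyme background for full effect; strong numbers were not always called active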
GPR55 activation: GPR55 agonists via beta-arrestin recruitment, primary screen, imaging, U2OS cells, beta-arrestin-GFP redistribution (AID 1961). 290,000 compounds, 0.048% hits. U2OS GPR55 beta-arrestin-GFP redistribution imaging; higher % means a stronger effect. activation, % at 10 µM; hits with a dose series show EC50 in µM;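 active means activation above 40% with more than 50 cells counted in the well; inconclusive means wells holding fewer than 50 cells, flagged as toxic or sparse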;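 further: U2OS osteosarcoma cells stably expressing GPR55 and beta-arrestin-GFP; plate controls were DMSO negative control for no effect and LPI positive control for full effect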
NOD1 NF-kB reporter: inhibition of NOD1-driven NF-kB reporter – cell-based, luminescence, uHTS, primary screen (AID 1578). NOD1-driven NF-kB luciferase reporter cells, luminescence; higher % means a stronger effect. inhibition, % at 4 µM, or EC50 in µM where a hit was titrated. 290,000 compounds, 1% hits; in the data active means inhibition mostly above about 36%, no sharp cut-off; inactive means mostly below about 34%;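 further: HEK-293T reporter cells stimulated with the NOD1 agonist gamma-tri-DAP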
Dynein transport: dynein cargo transport inhibition; z-score, hits read low; 220,000 compounds, 0.47% hits; 3617.4 mouse cells, GR-EGFP nuclear translocation imaging; test concentration mostly 20 µM; stimulated with dexamethasone, 1 µM; active compounds read low;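 active means plate z-score of nuclear minus cytoplasmic receptor signal below a set negative limit, without overly bright fluorescence or cell loss, cut at about -3.5 in these data, passing the limit was not always enough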;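 further: z-score of nuclear minus cytoplasmic ring GR-EGFP intensity difference per well; some compounds called inactive have numbers as strong as hits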
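Buffer or medium: Induction medium lacking tetracycline, stripped serum | Also added: Dexamethasone agonist, 1.0 µM final, for 30 min | Timing: 48 h induction, 1 h compound, 30 min dex at 37 °C | Detection: Formaldehyde fixation, Hoechst nuclear stain, 10x automated fluorescence imaging | Measure: Nuclear versus cytoplasmic GR-EGFP signal, averaged per well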
Dynein transport cytoplasmic EGFP: further read-out of Dynein transport, marked with its call; z-score; measured here: cytoplasmic GR-EGFP intensity; active compounds read high
Dynein transport nuclear GR-EGFP: further read-out of Dynein transport, marked with its call; z-score; measured here: nuclear GR-EGFP intensity;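 lower value marks the stronger effect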
Dynein transport cell count: recorded beside Dynein transport, whose call it bears; z-score; measured here: cell count per field
Active calls of the source: *; ? = inconclusive; / = no result given; & = joins results of further samples; [ ] = remark or other dose. Unless noted, no stated cut-off is given here; in the data, active means inhibition above about 50%; inactive means the rest. This is a subset. The share of hits here may be higher or lower than overall.

1. COc1cc2ncnc(Nc3cccc(Cl)c3)c2cc1OC
2. CCC(NC(C)C)C(O)c1ccc(O)c2[nH]c(=O)ccc12 (stereo not given)
3. CC(=O)Nc1ccc(CC(=O)O)cc1
4. O=c1oc2c(O)c(O)cc3c(=O)oc4c(O)c(O)cc1c4c23
5. CN(C)CCCC1(c2ccc(F)cc2)OCc2cc(C#N)ccc21 (stereo not given)
6. CC(C)=CCOc1c2ccoc2cc2oc(=O)ccc12
7. N#Cc1ccc(C(c2ccc(C#N)cc2)n2cncn2)cc1
8. COc1ccc(-c2cc(=O)c3c(O)cc(O[C@@H]4O[C@H](CO[C@@H]5O[C@@H](C)[C@H](O)[C@@H](O)[C@H]5O)[C@@H](O)[C@H](O)[C@H]4O)cc3o2)cc1O

screen / no. | 1 | 2 | 3 | 4 | 5 | 6 | 7 | 8
AID2073 | 3% | 16% | -6% | 10% | -1%&11% | 10% | 39% | -1%
P. falciparum M17LAP | 5% | 5% | -6% | 138µM* | 10%&-2% | 5% | -8% | /
KOR beta-arrestin-1 | 2% | -31% | 8% | 1% | -11%&-8% | -12% | 8% | -16%[20 µM]
KOR beta-arrestin-2 | -1.2% | 0.7% | 0.7% | -2.3% | -3.1%&-2.6% | 0.0% | -4.2% | -4.2%
NOD2 inhibition | -161% | 16% | 13% | 4% | -5%&6% | 20% | -9% | 15%
P. falciparum M1AAP | -2% | 2% | 0% | ? | -1%&7% | 4% | 2% | /
GPR55 activation | -0.1% | 0.5% | -0.1% | -0.1% | -0.2%&-0.5% | -0.1% | -0.1% | 0.3%
NOD1 NF-kB reporter | 45%* | -24% | -1% | -24% | -36%&-8% | 22% | -5% | -14%
Dynein transport | / | -0.44 | / | -0.83 | 0.38 | 0.66 | / | /
Dynein transport cytoplasmic EGFP | / | -0.29 | / | -0.11 | -0.25 | -0.32 | / | /
Dynein transport nuclear GR-EGFP | / | 0.28 | / | 0.14 | 0.39 | 0.61 | / | /
Dynein transport cell count | / | 0.37 | / | 0.61 | 0.42 | 0.41 | / | /

Seven entries out of the list, arranged by SMILES length, descending.
8. COc1ccc(-c2cc(=O)c3c(O)cc(O[C@@H]4O[C@H](CO[C@@H]5O[C@@H](C)[C@H](O)[C@@H](O)[C@H]5O)[C@@H](O)[C@H](O)[C@H]4O)cc3o2)cc1O
4. O=c1oc2c(O)c(O)cc3c(=O)oc4c(O)c(O)cc1c4c23
2. CCC(NC(C)C)C(O)c1ccc(O)c2[nH]c(=O)ccc12 (stereo not given)
7. N#Cc1ccc(C(c2ccc(C#N)cc2)n2cncn2)cc1
1. COc1cc2ncnc(Nc3cccc(Cl)c3)c2cc1OC
6. CC(C)=CCOc1c2ccoc2cc2oc(=O)ccc12
3. CC(=O)Nc1ccc(CC(=O)O)cc1

screen / no. | 8 | 4 | 2 | 7 | 1 | 6 | 3
AID2073 | -1% | 10% | 16% | 39% | 3% | 10% | -6%
P. falciparum M17LAP | / | 138µM* | 5% | -8% | 5% | 5% | -6%
KOR beta-arrestin-1 | -16%[20 µM] | 1% | -31% | 8% | 2% | -12% | 8%
KOR beta-arrestin-2 | -4.2% | -2.3% | 0.7% | -4.2% | -1.2% | 0.0% | 0.7%
NOD2 inhibition | 15% | 4% | 16% | -9% | -161% | 20% | 13%
P. falciparum M1AAP | / | ? | 2% | 2% | -2% | 4% | 0%
GPR55 activation | 0.3% | -0.1% | 0.5% | -0.1% | -0.1% | -0.1% | -0.1%
NOD1 NF-kB reporter | -14% | -24% | -24% | -5% | 45%* | 22% | -1%
Dynein transport | / | -0.83 | -0.44 | / | / | 0.66 | /
Dynein transport cytoplasmic EGFP | / | -0.11 | -0.29 | / | / | -0.32 | /
Dynein transport nuclear GR-EGFP | / | 0.14 | 0.28 | / | / | 0.61 | /
Dynein transport cell count | / | 0.61 | 0.37 | / | / | 0.41 | /

One compound at a time, from the list above. Screens in order: AID2073 | P. falciparum M17LAP | KOR beta-arrestin-1 | KOR beta-arrestin-2 | NOD2 inhibition | P. falciparum M1AAP | GPR55 activation | NOD1 NF-kB reporter | Dynein transport | Dynein transport cytoplasmic EGFP | Dynein transport nuclear GR-EGFP | Dynein transport cell count
Record of CN(C)CCCC1(c2ccc(F)cc2)OCc2cc(C#N)ccc21 (stereo not given) : -1%&11% | 10%&-2% | -11%&-8% | -3.1%&-2.6% | -5%&6% | -1%&7% | -0.2%&-0.5% | -36%&-8% | 0.38 | -0.25 | 0.39 | 0.42
Record of O=c1oc2c(O)c(O)cc3c(=O)oc4c(O)c(O)cc1c4c23 : 10% | 138µM* | 1% | -2.3% | 4% | ? | -0.1% | -24% | -0.83 | -0.11 | 0.14 | 0.61

Screening results (PubChem)
